# Assay outcomes deposited in PubChem BioAssay by National Center for Advancing Translational Sciences (NCATS).
# KAT2A inh = qHTS Assay for Inhibitors of GCN5L2; Histone acetyltransferase KAT2A (Homo sapiens), Q92830; GCN5L2 HAT assay, ThioGlo1 CoA-SH fluorescence; Potency, µM (series often up to 58.9 µM), for the others: top-dose activity change, negative = inhibition, most hits filed as inhibitors; 0.21% of 390,000 active; AID 504327, 2011
# Target sequence (Q92830 whole entry, looked up): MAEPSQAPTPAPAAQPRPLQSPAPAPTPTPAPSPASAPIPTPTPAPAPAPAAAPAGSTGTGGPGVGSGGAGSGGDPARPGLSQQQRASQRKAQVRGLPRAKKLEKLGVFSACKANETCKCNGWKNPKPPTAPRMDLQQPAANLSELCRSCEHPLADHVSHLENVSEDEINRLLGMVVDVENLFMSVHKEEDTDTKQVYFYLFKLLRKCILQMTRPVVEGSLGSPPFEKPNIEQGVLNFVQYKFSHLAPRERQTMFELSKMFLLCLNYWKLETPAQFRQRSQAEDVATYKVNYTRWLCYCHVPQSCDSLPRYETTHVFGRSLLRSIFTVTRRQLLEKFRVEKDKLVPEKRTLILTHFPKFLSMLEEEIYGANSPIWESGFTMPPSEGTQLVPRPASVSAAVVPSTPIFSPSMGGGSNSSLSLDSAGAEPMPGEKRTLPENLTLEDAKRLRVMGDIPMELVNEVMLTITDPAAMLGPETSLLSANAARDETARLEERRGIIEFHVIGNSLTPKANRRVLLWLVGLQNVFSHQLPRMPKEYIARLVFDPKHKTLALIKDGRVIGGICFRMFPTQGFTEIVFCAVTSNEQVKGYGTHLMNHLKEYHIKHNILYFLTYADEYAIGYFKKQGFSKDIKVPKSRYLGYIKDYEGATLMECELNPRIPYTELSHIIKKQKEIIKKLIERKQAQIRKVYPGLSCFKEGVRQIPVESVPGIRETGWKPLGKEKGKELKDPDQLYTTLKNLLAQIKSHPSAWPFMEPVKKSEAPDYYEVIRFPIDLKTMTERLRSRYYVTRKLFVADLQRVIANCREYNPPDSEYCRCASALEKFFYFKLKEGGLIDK
#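 qHTS, 1536-well. 20nM enzyme, pH 7.5 HEPES/EDTA/Tween-20 buffer; 15 min compound preinc., RT. Start: 75uM H3(1-25), 70uM AcCoA, 50uM ThioGlo1. Read Ex340/Em540 at t=0 (autofluorescence flag) and t=20 min.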
# DT40 TDP1 CPT = qHTS for Inhibitors of human tyrosyl-DNA phosphodiesterase 1 (TDP1): qHTS in cells in presence of CPT | chicken DT40 Tdp1-/-;hTDP1 cells + 20 nM CPT, ATP luminescence, 48 h | Potency, µM (highest dose often 46.2 µM), without a hit: top-dose activity change, negative = growth inhibition, actives largely listed as inhibitors | 12% of 420,000 active | AID 686979, 2013; further: nearly all actives have a fitted effect of over 55% in size
#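 Chicken DT40 Tdp1-/- cells complemented with human TDP1, 400 cells/well, exposed to compounds plus 20 nM camptothecin for at least 48 h at 37 C; viability read as ATP content by CellTiter-Glo luminescence.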
# FEN1 inhibitor = qHTS Assay for the Inhibitors of Human Flap endonuclease 1 (FEN1). P39748. Recombinant FEN1 flap cleavage, fluorescence, 15 min. Potency, µM (doses to about 114 µM), for the others: top-dose activity change, negative = inhibition, usual class: inhibitors. 0.35% of 390,000 active; further: nearly all actives have a fitted effect of over 65% in size
#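 Concentration–response screening of FEN1 (10 nM): 15 min compound preincubation at room temperature, reaction started with 50 nM substrate and read at 0 and 15 min. Corrected, normalized data were fitted by a four-parameter Hill equation.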
# * marks the source's active call; other numbers are inactive results; ? = inconclusive; nt = no result given; & = joins results of further samples; [ ] = remark or other dose. The call rests on the fitted dose curve; in most records, active means well fitted curve in the direction sought with a large enough effect; inconclusive means small, poorly fitted or top-dose-only effect, or another doubt; inactive means no such curve, though single readings can be large; an effect the other way counts as inactive or inconclusive. On the % scale 0 is the no-effect control and ±100 the full control effect; potency means the concentration at half of the fitted maximal effect.
SMILES,KAT2A inh,DT40 TDP1 CPT,FEN1 inhibitor
COc1cccc(-c2cncnc2Nc2ccc(F)cc2)c1,?,-27%,nt
COc1ccc(C(=O)COC(=O)CCCn2c(=O)oc3ccccc32)cc1,0%,-13%,2%
O=C(O)CCc1ccc(-c2ccc(Cl)cc2)o1,-9%,-14%,-1%
Cc1ccc(S(=O)(=O)CC(=O)Nc2sc3c(c2C(N)=O)CCCC3)cc1,3%,15µM*,6%
CC1(C)CC(=O)CC(=NCC(=O)O)C1,-1%,0%,10%
COc1cccc(CNC(=O)Cn2cc3c(n2)CCCC3)c1,-4%,2%,-6%
Cc1ccc(NC(=O)C(C)OC(=O)COc2cccc(C(F)(F)F)c2)cc1S(=O)(=O)N1CCOCC1 (stereo not given),nt,-25%,-7%
Cc1sc(NC(=O)CSc2nnnn2C(C)C)c(C#N)c1C,-3%,-10%,11%
COc1cc(NC(=O)c2ccccc2F)c(OC)cc1NC(=O)CN1CCOCC1,1%,-19%,0%
COc1ccc(OC)c(NC(=S)N2CCN(C/C=C/c3ccccc3)CC2)c1,-28%,?,11%
OCCC1CN(CC#Cc2ccccc2)CCN1C1CCCC1 (stereo not given),-9%,-22%,19%
COc1cc(C(=O)Nc2cccc(S(=O)(=O)N3CCCC3)c2)c([N+](=O)[O-])cc1OC,1%,-13%,-7%
C[N+]1=C2CCCCCN2C(O)(c2ccccc2)C1 (stereo not given),-2%,1%,7%
Cc1ccc(NC(=S)N2CCCCCC2)c(C)c1,-34%,?,-4%
COC(=O)c1sc(NC(=O)c2oc3ccccc3c2C)nc1C,-7%,?,0%
CCc1nnc(N2C(=O)c3ccc(Oc4ccc([N+](=O)[O-])cc4)cc3C2=O)s1,-2%,?,7%
Cc1ccc(F)c(NC(=O)C2CCCCC2C(=O)O)c1 (stereo not given),-2%,-2%,2%
O=C(CSc1ncc(C(F)(F)F)cc1Cl)N1CCN(S(=O)(=O)c2ccccc2)CC1,-9%,1%,-12%
O=c1[nH]cnc(O)c1C(c1ccc([N+](=O)[O-])cc1)c1c(O)nc[nH]c1=O,-8%,-13%,29%
CN(Cc1nccn1C)C(=O)CC1C(=O)NCCN1Cc1cccc(Oc2ccccc2)c1 (stereo not given),-6%,-21%,13%
CCn1c(O)c(C=NCCN2CCOCC2)sc1=S,-7%,0%,0%
CCO/C(C)=C1\N=C(c2ccc(Cl)cc2)OC1=O,-4%,-9%,-3%
Cc1cc(NC(=O)c2cncc(Br)c2)n(-c2ccccn2)n1,-3%,-22%,1%
Cc1ccc(NC(=O)CCCc2nc(-c3ccco3)no2)cc1Cl,-7%,?,-13%
CCOc1ccc2ncc(S(=O)(=O)c3ccc(C)cc3)c(N3CCC4(CC3)OCCO4)c2c1,-8%,?,3%

# Taken from above.
# CN(Cc1nccn1C)C(=O)CC1C(=O)NCCN1Cc1cccc(Oc2ccccc2)c1 (stereo not given) in DT40 TDP1 CPT is listed with -21%
# COc1ccc(OC)c(NC(=S)N2CCN(C/C=C/c3ccccc3)CC2)c1 in FEN1 inhibitor is listed with 11%
# COc1cc(NC(=O)c2ccccc2F)c(OC)cc1NC(=O)CN1CCOCC1 in DT40 TDP1 CPT is listed with -19%
# Cc1sc(NC(=O)CSc2nnnn2C(C)C)c(C#N)c1C in DT40 TDP1 CPT is listed with -10%
# COc1cccc(CNC(=O)Cn2cc3c(n2)CCCC3)c1 in FEN1 inhibitor is listed with -6%
# CCOc1ccc2ncc(S(=O)(=O)c3ccc(C)cc3)c(N3CCC4(CC3)OCCO4)c2c1 in KAT2A inh is listed with -8%
# COC(=O)c1sc(NC(=O)c2oc3ccccc3c2C)nc1C in KAT2A inh is listed with -7%

# Following part
SMILES,KAT2A inh,DT40 TDP1 CPT,FEN1 inhibitor
COc1ccc(C(O)P(=O)(OCCC(C)C)c2ccc(N(C)C)cc2)cc1 (stereo not given),1%,-29%,-10%
CCOC(=O)CSc1nnc(-c2ccc(Cl)cc2Cl)o1,-1%,-2%,7%
Cc1nc(Nc2ccc(Cl)cc2)c2oc3ccccc3c2n1,3%,?,-6%
O=C1c2ccccc2NC(c2ccc3c(c2)OCO3)N1O (stereo not given),-5%,?,-8%
Cc1onc(CO)c1C(=O)Nc1nccs1,-5%,-21%,0%
CC1(c2ccccn2)Nc2ccccc2-c2nc3ccccc3n21 (stereo not given),-11%,18µM*,-16%
CCc1n[nH]c(=S)n1/N=C/c1ccc(N(C)c2ccccc2)cc1,-13%,?,6%
O=C(CC(Nc1ccc(F)cc1)C(=O)O)c1ccccc1 (stereo not given),1%,?,2%
COc1ccc(S(=O)(=O)N(C)C[C@H]2Oc3c(NC(=O)Cc4ccccc4)cccc3C(=O)N([C@H](C)CO)C[C@@H]2C)cc1,1%,?,-9%
O=C(COC(=O)CCC(=O)c1ccc(Cl)cc1)NCCc1ccccc1,-10%,-8%,-12%
O=C(NC1CCCC1)c1cccnc1N1CCCCCC1,-2%,?,2%
CCOc1ccccc1N(CC)C(=O)Cn1ncc2c1-c1ccccc1OC2,-5%,21µM*,11%
CN(C(=O)COc1ncnc2sccc12)c1ccccc1,0%,-9%,-2%
COC(=O)c1nc2n(n1)C(c1cc(OC)ccc1OC)C(C(=O)OC1CCCCC1)=C(C)N2 (stereo not given),-2%,-27%,-2%
O/N=C1\CCC\C1=C/c1ccco1,-6%,7%,0%
O=C(Nc1ccc(C(=O)O)cc1)/C(=C\c1ccco1)NC(=O)c1ccco1,-10%,-9%,-6%
CCCc1nnc(NC(=O)Nc2ccccc2OC)s1,20%,-26%,-3%
O=S(=O)(c1ccc(SCCOc2ccc(Br)cc2)nc1)N1CCCC1,-22%,?,-8%
O=C(NN=Cc1cc(Cl)ccc1[N+](=O)[O-])c1cccc2ccccc12,nt,?,-3%
COc1ccc(CNC(=O)c2ccc(N3CCC4(CC3)CC(c3ccc(Cl)cc3)=NO4)c(NC(=O)Cc3ccc(F)cc3)c2)cc1,2%,2%,-16%
OCCNc1ncnc2c1ncn2Cc1ccccc1,2%,3%,5%
CCn1c(SCC(=O)Nc2ccc(S(=O)(=O)Nc3ccccn3)cc2)nnc1-c1ccncc1,-14%,14%,3%
Cc1ccc(NC(=O)CN2C(=O)NC(C)(C3CC3)C2=O)c([N+](=O)[O-])c1 (stereo not given),-2%,-20%,24%
O=C(CCCN1CCOCC1)c1ccc2c(c1)OCCO2,3%,-29%,7%
C/C(=N\Nc1cccc2cccnc12)c1ccc[nH]1,-11%,2.6µM*,-13%

# Fetched by compound from the list above (seven):
SMILES,KAT2A inh,DT40 TDP1 CPT,FEN1 inhibitor
CCc1n[nH]c(=S)n1/N=C/c1ccc(N(C)c2ccccc2)cc1,-13%,?,6%
CCOc1ccccc1N(CC)C(=O)Cn1ncc2c1-c1ccccc1OC2,-5%,21µM*,11%
Cc1ccc(NC(=O)CN2C(=O)NC(C)(C3CC3)C2=O)c([N+](=O)[O-])c1 (stereo not given),-2%,-20%,24%
OCCNc1ncnc2c1ncn2Cc1ccccc1,2%,3%,5%
O=S(=O)(c1ccc(SCCOc2ccc(Br)cc2)nc1)N1CCCC1,-22%,?,-8%
CN(C(=O)COc1ncnc2sccc12)c1ccccc1,0%,-9%,-2%
O=C(NN=Cc1cc(Cl)ccc1[N+](=O)[O-])c1cccc2ccccc12,nt,?,-3%

# Some entries already given with just KAT2A inh.
SMILES | KAT2A inh
CN(C(=O)COc1ncnc2sccc12)c1ccccc1 | 0%
COC(=O)c1nc2n(n1)C(c1cc(OC)ccc1OC)C(C(=O)OC1CCCCC1)=C(C)N2 (stereo not given) | -2%

# (cont.)
SMILES,KAT2A inh,DT40 TDP1 CPT,FEN1 inhibitor
CC(=O)C(=Cc1cc(C)n(-c2ccccc2)c1C)C(C)=O,-14%,?,-2%
CN(C)C(CNC(=S)Nc1ccccc1Cl)c1cccnc1 (stereo not given),-7%,-14%,-1%
CCCCNS(=O)(=O)c1cc(-c2nn(C)c(=O)c3ccccc23)ccc1C,0%,?,-13%
Cc1cc(C)c2c(N)c(C(=O)Nc3c(C)n(C)n(-c4ccccc4)c3=O)sc2n1,-9%,27%,17%
COc1ccc(C(=O)NCCc2sc(-c3ccc(F)cc3)nc2C)cc1OC,25%,?,12%
CCOc1ccc(CN2CCNC(=O)C2CC(=O)NCCc2ccccn2)cc1 (stereo not given),-2%,-12%,-14%
C=CCNC(=S)/N=c1/ccccn1C,2%,11%,6%
O=C(Nc1cccnc1)c1cc2c(s1)-c1ccccc1OC2,-11%,?,11%
Cc1ccc(C2=NC(=O)/C(=C/c3cc(O)c(O)c(Br)c3)S2)cc1,?,18µM*,11µM*
C=CCNc1nc(-c2c(C)nc3ncccn23)cs1,-6%,-17%,1%
CN(C)c1nc(NCc2ccccc2)nc(SCC(N)=O)n1,-7%,-5%,5%
Cc1ccc(-c2nc3n(n2)C(c2ccccc2C)C=C(c2ccc(Cl)cc2)N3)cc1 (stereo not given),4%,?,10%
Clc1ccc2c(c1)C(N1CCNCC1)Cc1ccccc1S2 (stereo not given),3%,?,-5%
Cc1ccc(NCC(=O)N/N=C/c2ccc(-c3cccc(C(F)(F)F)c3)o2)cc1,-9%,?,-22%
CC(=O)OCCc1c(C)nc2nc[nH]n2c1=O,-4%,-3%,-9%
Cc1ccc(COc2coc(CN3CCN(C(=O)c4ccco4)CC3)cc2=O)cc1,3%,-2%,-9%
O=C1CC(=O)Nc2cc(S(=O)(=O)Nc3cccc(C(F)(F)F)c3)ccc2N1,-1%,-10%,16%
COc1ccc(-c2nnc(NC(=O)C3CCCN3S(=O)(=O)c3cccs3)o2)cc1 (stereo not given),0%,?,5%
Cc1ccc(S(=O)(=O)NC(C(=O)N2CCN(S(=O)(=O)c3cccc(F)c3)CC2)C(C)C)cc1 (stereo not given),0%,-14%,-4%
COc1ccc(C(=O)Nc2ccc(Oc3nc(C)nc4sc(-c5ccccc5)cc34)cc2)cc1OC,-6%,?,-14%
O=C(N/N=C/c1ccc([N+](=O)[O-])s1)c1ccccc1,-22%,4.6µM*,-5%
CC(C)Nc1nc(NC(C)C)nc(N(C)C#N)n1,-19%,6%,2%
Cc1c(OC(C)C(=O)N[C@H](C(=O)O)c2ccccc2)ccc2c3c(c(=O)oc12)CCCC3 (stereo not given in full),-4%,-16%,-3%
COc1ccc(CN2CCC(=O)N([C@H](CO)Cc3ccccc3)CC2)cc1OC,-9%,?,7%&16%
Nc1ncnc2c1ncn2[C@@H]1O[C@H](CNCC(O)CO)[C@@H](O)[C@H]1O (stereo not given in full),0%,-16%,16%

# Some of these compounds in order of formula weight, smallest number first.
SMILES,KAT2A inh,DT40 TDP1 CPT,FEN1 inhibitor
Nc1ncnc2c1ncn2[C@@H]1O[C@H](CNCC(O)CO)[C@@H](O)[C@H]1O (stereo not given in full),0%,-16%,16%
CCCCNS(=O)(=O)c1cc(-c2nn(C)c(=O)c3ccccc23)ccc1C,0%,?,-13%
Cc1c(OC(C)C(=O)N[C@H](C(=O)O)c2ccccc2)ccc2c3c(c(=O)oc12)CCCC3 (stereo not given in full),-4%,-16%,-3%

# The list continues:
SMILES,KAT2A inh,DT40 TDP1 CPT,FEN1 inhibitor
CC(NC(=O)COC(=O)c1ccc(OCC2CCCO2)cc1)c1ccccc1Cl (stereo not given),-11%,?,-14%
N#Cc1ccc(C(c2nnnn2CCc2ccccc2)N2CCCCCC2)cc1 (stereo not given),-10%,?,-10%
COC(=O)c1cccc(Cn2c(Cl)c(/C=N/NC(=O)c3ccccc3Cl)sc2=O)c1,-11%,?,2%
COc1ccc(COC(=O)C2=C(C)NC(=O)NC2c2ccc(F)cc2)cc1 (stereo not given),-5%,?,1%
CN(C)S(=O)(=O)c1ccc(S(=O)(=O)NCc2cccs2)cc1,-5%,-3%,-4%
O=C1CCCN1c1ccc(C(=O)N(Cc2nnc(-c3ccccc3Cl)o2)C2CC2)cc1,-1%,?,0%
CCCC(CCC(=O)Nc1nccs1)C(=O)O (stereo not given),-3%,-12%,-2%
CC1CN(c2oc(Cc3cccc4ccccc34)nc2C#N)CC(C)O1 (stereo not given),-7%,?,-17%
Cc1noc(C)c1COc1cccc(C(=O)Oc2ccc3c(c2)OCO3)c1,-20%,-15%,-24%
CCCOc1ccc(/C=N/Nc2ccccn2)cc1OC,15%,-22%,11%
COC(=O)N/N=C/c1c(C)cc(C)cc1C,-1%,-3%,0%
Cc1ccc(NC(=O)COC(=O)c2cccc3c(=O)c(C)c(-c4ccccc4)oc23)cc1,-3%,32%[activator],16%
COc1ccc(S(=O)(=O)NCC(c2ccc(N(C)C)cc2)N2CCCC2)cc1 (stereo not given),1%,-8%,19%
O=C(CCN1CCc2ccccc2CC1)c1ccc2c(c1)OCCO2,-2%,4.6µM*,-11%

# Not all compounds are listed; rates above refer to the full screens.
